HT1080NT lethal: qHTS for induction of synthetic lethality in tumor cells producing 2HG: qHTS for the HT-1080-NT fibrosarcoma cell line; HT-1080-NT fibrosarcoma viability, CellTiter-Glo ATP luminescence, 48 h; Potency, µM (titrated, usually from 46.1 µM), inactives show at the top dose activity, negative = less viability, actives largely listed as cytotoxic; 360,000 compounds, 1.6% hits; AID 686970, 2013;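 further: NT is the 2HG producing partner of a matched IDH1 knockdown line; potency means the concentration at half of the fitted maximal effect; 0% = DMSO-treated cells and -100% = media-only wells without cells; nearly all actives have a fitted effect of over 55% in size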
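Viability of the 2HG-overproducing fibrosarcoma line after 48 hours of compound exposure at 37 degrees C was determined by luminescence with CellTiter-Glo, and concentration-effect curves were then fitted and categorized.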
D3 ag: qHTS of D3 Dopamine Receptor Agonist: qHTS; 410,000 compounds, 0.58% hits; D(3) dopamine receptor (Homo sapiens), P35462; max activation, %; AID 652048, 2013; D3R DiscoveRx beta-arrestin cells, luminescence, 90 min; in the data active means max activation above about 30%; further: 0% is about no effect; mostly tested at two doses, the higher about 12 µM
Target sequence (P35462 whole entry, looked up): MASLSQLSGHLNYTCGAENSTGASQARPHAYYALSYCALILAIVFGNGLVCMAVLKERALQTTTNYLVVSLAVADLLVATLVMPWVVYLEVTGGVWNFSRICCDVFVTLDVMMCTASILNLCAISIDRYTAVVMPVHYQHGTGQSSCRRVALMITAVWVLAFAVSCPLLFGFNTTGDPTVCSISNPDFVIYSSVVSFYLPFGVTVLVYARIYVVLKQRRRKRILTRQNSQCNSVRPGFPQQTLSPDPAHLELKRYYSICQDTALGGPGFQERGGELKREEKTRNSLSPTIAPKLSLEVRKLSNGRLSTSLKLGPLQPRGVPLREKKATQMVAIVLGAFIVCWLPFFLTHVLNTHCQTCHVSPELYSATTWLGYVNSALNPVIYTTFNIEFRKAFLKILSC
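Agonist-mode cell screen: cells plated at 1500/well and incubated overnight at 37 °C, then exposed to library compounds for 90 min at 37 °C. Detection reagent was added for 30–60 min at room temperature, and luminescence was read.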
MCF10A rerep: A quantitative high throughput screen for small molecules that induce DNA re-replication in MCF 10a normal breast cells | 350,000 compounds, 2.9% hits | Potency, µM (titrated, usually from 46.1 µM), for the others: at the highest dose activity, positive = re-replication, actives largely listed as activators | MCF 10A DNA re-replication, Hoechst nuclear intensity, 48 h; further: potency means the concentration at half of the fitted maximal effect; % of control where 0% means no effect; nearly all actives have a fitted effect of over 50% in size
KB-V1 cytotox: qHTS assay for MDR1-selective chemotherapeutics: Primary screen using the drug-selected MDR subline cells KB-V1; KB-V1 MDR cells viability, CellTiter-Glo, 72 h; Potency, µM (doses to about 46.1 µM), without a hit: top-dose activity change, negative = cytotoxicity, most hits filed as cytotoxic; 400,000 compounds, 3.4% hits; further: potency means the concentration at half of the fitted maximal effect; on the % scale 0 is the no-effect control and ±100 the full control effect; nearly all actives have a fitted effect of over 60% in size
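Cytotoxicity via CellTiter-Glo luminescence after 72 h compound exposure at 37 degrees C. Cells: drug-selected KB-V1 line, DMEM phenol-red free plus 10% FBS. Compounds tested at multiple concentrations; normalized data fitted to concentration-effect curves.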
KB-3-1 cytotox: qHTS assay for MDR1-selective chemotherapeutics: Primary screen using the parental adenocarcinoma cell KB-3-1 | KB-3-1 viability, CellTiter-Glo ATP luminescence, 72 h | Potency, µM (titrated, usually from 46.1 µM), for the others: at the top dose activity change, negative = cytotoxic, hits mostly cytotoxic | 400,000 compounds, 1.4% hits | AID 1347075, 2019; further: potency means the concentration at half of the fitted maximal effect; on the % scale 0 is the no-effect control and ±100 the full control effect; nearly all actives have a fitted effect of over 60% in size
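KB-3-1 cells, DMEM (no phenol red) + 10% FBS; compound by pin transfer, 72 h, 37 °C. Readout: CellTiter-Glo luminescence after 10 min. Data normalized, curve-fitted.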
HT1080 IDH1KD tx: qHTS for induction of synthetic lethality in tumor cells producing 2HG: qHTS for the HT-1080-IDH1KD cell line | HT-1080 IDH1 knockdown viability, ATP luminescence, 48 h | Potency, µM (titrated, usually from 46.1 µM), without a hit: at the top dose activity, negative = toxicity, usual class: cytotoxic | 360,000 compounds, 2% hits;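 further: potency means the concentration at half of the fitted maximal effect; 0% = DMSO wells and -100% = cell-free medium wells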
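Luminescent ATP read-out (CellTiter-Glo, 10 min at room temperature) after 48 h compound exposure at 37 °C gave viability of IDH1-knockdown HT-1080 cells. Activity was normalised to DMSO and cell-free wells, then fitted as concentration-response curves.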
IL1B secr inh: qHTS for Inhibitors of Inflammasome Signaling: IL-1-beta AlphaLISA Primary Screen | THP-1 LPS/ATP IL-1B secretion, AlphaLISA, 16 h; stronger effect = lower value | activity change, % at 57.5 µM | 360,000 compounds, 4.7% hits | AID 743279, 2014; in the data active means activity change below about -50%; inconclusive means mostly about -30% to -49%; further: on the % scale 0 is the no-effect control and ±100 the full control effect
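THP-1 cells pretreated 1 hr with compounds (up to 57.5 uM final), then stimulated with LPS (250 ng/mL final) plus ATP (1.25 mM final); secreted IL-1B measured by AlphaLISA after 16 hr, decreased signal indicating inhibition.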
SW480 rereplic: A quantitative high throughput screen for small molecules that induce DNA re-replication in SW480 colon adenocarcinoma cells | 340,000 compounds, 1.8% hits | Potency, µM (titrated, usually from 46.1 µM), inactives show top-dose re-replication activation, hits mostly activators | SW480 DNA re-replication, Hoechst DNA content imaging, 48 h | AID 624297, 2012; further: potency means the concentration at half of the fitted maximal effect; % of control where 0% means no effect; nearly all actives have a fitted effect of over 55% in size
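Quantitative HTS format with DMSO vehicle controls; 48 hr drug incubation at 37 C, then 40 min Hoechst staining and scanning imager measurement at 405 nm excitation.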
GLP1R cytotox: qHTS of GLP-1 Receptor Inverse Agonists: Cytotox Screen. HEK293 cAMP-luciferase reporter cells, luminescence, 24 h. Potency, µM (doses to about 38.3 µM), without a hit: at the top dose activity change, negative = inhibition, most hits filed as inhibitors. 410,000 compounds, 0.13% hits. AID 624418, 2012;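 further: loss of luciferase light is scored as toxicity; potency means the concentration at half of the fitted maximal effect; on the % scale 0 is the no-effect control and ±100 the full control effect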
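1536-well qHTS counterscreen of the MLSMR; 200 cells/uL, 12 h pre-incubation, 23 nL cpd, 24 h at 37 deg C 5% CO2, luciferase detection reagent, 12 min RT, luminescence. Inhibition = undesired.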
Numbers without * were called inactive; u = inconclusive; x = no result given; [ ] = another dose, or the depositor's remark. Unless noted, the call rests on the fitted dose curve; in most records, active means well fitted curve in the direction sought with a large enough effect; inconclusive means small, poorly fitted or top-dose-only effect, or another doubt; inactive means no such curve, though single readings can be large; an effect the other way counts as inactive or inconclusive.

smiles | HT1080NT lethal | D3 ag | MCF10A rerep | KB-V1 cytotox | KB-3-1 cytotox | HT1080 IDH1KD tx | IL1B secr inh | SW480 rereplic | GLP1R cytotox
Cc1ccccc1C(=O)NCCNC(=O)c1ccco1 | 2.7% | -16.0 | -1.4% | 5.8% | -4.7% | -4.2% | -12.2 | 25.1% | 5.1%
CC(C)CN(C(=O)Cn1c(=O)cnc2ccccc21)C1CCS(=O)(=O)C1 (stereo not drawn) | 8.2% | 3.0 | -3.5% | 0.9% | u | 4.4% | 6.0 | -1.2% | 9.4%
Cc1ccc(-c2nnn(CC(=O)Nc3cccc4c3CCCC4)n2)o1 | u | -0.5 | 5.6% | -0.2% | 9.7% | u | 8.1 | 18.3% | 4.5%
Cc1ccc(-n2c(Cc3cccn3C)nnc2SCC(=O)NC2CCCCC2)cc1 | -1.4% | 2.8 | u | -18.5% | -10.2% | 1.5% | -3.0 | 34.7% | 13.5%
COc1cc(CCC(=O)OCC(=O)Nc2ccccc2F)cc(OC)c1OC | 8.0% | 2.4 | -32.0%[inhibitor] | -5.6% | 12.1% | 2.4% | -19.7 | -0.7% | -5.2%
COc1ccc(CCNS(=O)(=O)c2c(C)nc3scc(C)n3c2=O)cc1OC | 2.2% | -5.6 | -0.8% | 1.9% | -2.8% | 0.7% | 11.3 | -10.5% | u
Cc1cc(S(=O)(=O)N2CCOCC2)ccc1OCC(=O)Nc1cccc(C(F)(F)F)c1 | 23.4% | -8.8 | 2.6% | 9.4% | 22.9% | 8.9% | -15.1 | -3.4% | 0.1%
CC(Oc1cc2oc(=O)c3c(c2cc1Cl)CCCC3)C(=O)NCC1CCC(C(=O)O)CC1 (stereo not drawn) | 2.8% | 3.0 | -0.3% | u | u | 3.3% | 7.1 | -4.9% | -5.1%
Nc1c(C(=O)c2ccc(Cl)cc2)sc2nc3c(cc12)CCC3 | -18.4% | 1.7 | u | -27.5% | -7.5% | -19.3% | -5.3 | 5.7% | 7.0%
CC(C)c1ccc(N(C)C(=O)Cc2c(C(=O)O)n(C)c3ccccc23)cc1 | 3.3% | 3.2 | -0.1% | 7.1% | 2.0% | 14.9% | 7.8 | u | -3.8%
CCNC(=O)C(Cc1ccccc1)NC(=O)OCc1ccccc1 (stereo not drawn) | 7.0% | 5.3 | 1.2% | u | -1.9% | 0.0% | 16.2 | -8.0% | -10.0%
COc1cc(/C=C2/SC(=S)N(CCC(=O)Nc3ccccc3)C2=O)cc(OC)c1OC | 11.1% | 6.4 | 20.6µM* | -3.7% | -3.5% | 8.4% | -1.8 | 0.9% | -29.4%
COc1ccc(-c2c(C)oc3c(CN4CCOCC4)c(O)ccc3c2=O)cc1OC | -2.3% | 0.5 | -0.6% | 16.5% | 10.3% | -3.2% | -10.7 | -5.0% | 14.0%
O=C(CSc1nc2ccccc2s1)Nc1ccc(Cl)c(S(=O)(=O)N2CCOCC2)c1 | -16.3% | -0.4 | u | u | u | -2.0% | 29.2 | -0.2% | -5.0%
O=C(N/C(=C\c1ccco1)C(=O)N1CCOCC1)c1ccc([N+](=O)[O-])cc1 | 8.7% | 0.6 | u | 0.7% | 6.1% | 4.2% | 8.8 | -22.5% | 0.0%
Cc1ccc(S(=O)(=O)Nc2cc(C(=O)NCCN(C)C)ccc2N2CCCCC2)cc1 | u | -20.4 | u | u | u | u | u | u | 0.2%
Cc1cc(NC(=O)C2CC=CCC2C(=O)O)no1 (stereo not drawn) | 9.7% | 2.2 | -2.6% | 3.2% | 6.7% | 7.9% | 23.5 | -5.8% | 5.7%
CC(Cc1cccs1)NC(=O)Nc1ccc([N+](=O)[O-])cc1 (stereo not drawn) | 7.5% | -6.8 | 5.7% | 12.3% | -3.2% | 0.4% | -13.7 | -18.9% | -26.3%
COC(=O)c1ccc(-c2nc(-c3ccc(Br)o3)no2)cc1 | 8.4% | 0.6 | 11.1% | 5.4% | 8.5% | 10.6% | 6.6 | 16.4% | -5.6%
O=C(CN1C(=O)C2(SCC(=O)N2c2ccccc2)c2ccccc21)Nc1ccccc1C(F)(F)F (stereo not drawn) | x | -11.1 | x | -24.3% | 10.5% | x | x | x | 5.3%
COc1ccc(NC(=S)N2CCCC2)c(OC)c1 | 14.4% | 5.5 | 2.6% | u | -0.7% | 5.0% | 3.3 | 0.1% | -4.2%
CC(C)S(=O)(=O)c1csc(NC(=O)Nc2cccc([N+](=O)[O-])c2)c1Cl | -3.9% | -8.4 | 13.3% | u | 23.1µM* | 16.4% | -16.7 | -15.5% | 0.3%
CC(C)N(C(=S)Nc1ccc(S(=O)(=O)N2CCOCC2)cc1)c1ccccc1 | -0.3% | -12.3 | -26.1% | 3.7% | -4.6% | -2.3% | 3.1 | -6.0% | 0.3%
O=C(COC(=O)c1ccc([N+](=O)[O-])o1)Nc1ncc(Cl)cc1Cl | 5.0% | 7.1 | 0.6% | -18.1% | u | 0.8% | -18.3 | -3.9% | -14.6%
Cc1ccc(-c2nc(CC(=O)Nc3cccc(S(=O)(=O)NC4=NCCC4)c3)cs2)cc1 | 0.3% | 17.2 | u | 24.8% | 16.6% | 1.4% | -13.8 | -10.2% | -3.5%
COc1ccc(C)cc1S(=O)(=O)N(CC(=O)Nc1cccc([N+](=O)[O-])c1)c1ccc(C)cc1 | -11.6% | 5.0 | 0.0% | -2.1% | -0.9% | -11.0% | -0.4 | -5.4% | -1.6%

Fetched by compound from above:
smiles | HT1080NT lethal | D3 ag | MCF10A rerep | KB-V1 cytotox | KB-3-1 cytotox | HT1080 IDH1KD tx | IL1B secr inh | SW480 rereplic | GLP1R cytotox
O=C(N/C(=C\c1ccco1)C(=O)N1CCOCC1)c1ccc([N+](=O)[O-])cc1 | 8.7% | 0.6 | u | 0.7% | 6.1% | 4.2% | 8.8 | -22.5% | 0.0%
O=C(COC(=O)c1ccc([N+](=O)[O-])o1)Nc1ncc(Cl)cc1Cl | 5.0% | 7.1 | 0.6% | -18.1% | u | 0.8% | -18.3 | -3.9% | -14.6%

Reformatted with two lines to a compound: part of the list above.
The line under a structure holds: HT1080NT lethal | D3 ag | MCF10A rerep | KB-V1 cytotox | KB-3-1 cytotox | HT1080 IDH1KD tx | IL1B secr inh | SW480 rereplic | GLP1R cytotox
> Cc1ccc(-n2c(Cc3cccn3C)nnc2SCC(=O)NC2CCCCC2)cc1
    -1.4% | 2.8 | u | -18.5% | -10.2% | 1.5% | -3.0 | 34.7% | 13.5%
> COc1cc(CCC(=O)OCC(=O)Nc2ccccc2F)cc(OC)c1OC
    8.0% | 2.4 | -32.0%[inhibitor] | -5.6% | 12.1% | 2.4% | -19.7 | -0.7% | -5.2%
> COc1ccc(CCNS(=O)(=O)c2c(C)nc3scc(C)n3c2=O)cc1OC
    2.2% | -5.6 | -0.8% | 1.9% | -2.8% | 0.7% | 11.3 | -10.5% | u
> Cc1cc(S(=O)(=O)N2CCOCC2)ccc1OCC(=O)Nc1cccc(C(F)(F)F)c1
    23.4% | -8.8 | 2.6% | 9.4% | 22.9% | 8.9% | -15.1 | -3.4% | 0.1%
> CC(Oc1cc2oc(=O)c3c(c2cc1Cl)CCCC3)C(=O)NCC1CCC(C(=O)O)CC1 (stereo not drawn)
    2.8% | 3.0 | -0.3% | u | u | 3.3% | 7.1 | -4.9% | -5.1%
> Nc1c(C(=O)c2ccc(Cl)cc2)sc2nc3c(cc12)CCC3
    -18.4% | 1.7 | u | -27.5% | -7.5% | -19.3% | -5.3 | 5.7% | 7.0%
> CC(C)c1ccc(N(C)C(=O)Cc2c(C(=O)O)n(C)c3ccccc23)cc1
    3.3% | 3.2 | -0.1% | 7.1% | 2.0% | 14.9% | 7.8 | u | -3.8%
> CCNC(=O)C(Cc1ccccc1)NC(=O)OCc1ccccc1 (stereo not drawn)
    7.0% | 5.3 | 1.2% | u | -1.9% | 0.0% | 16.2 | -8.0% | -10.0%

Outcome played no part in choosing rows; about 11% have a hit in one of these screens.
